Screening data deposited in PubChem by National Center for Advancing Translational Sciences (NCATS).
Vif-A3F inh – inhibitors of Vif-A3F interaction. Potency, µM (doses to about 46.1 µM), without a hit: at the highest dose activity, negative = active. 390,000 compounds, 0.2% hits. AID 602313. HeLa A3F-eYFP + Vif (tagged APOBEC3F with the HIV-1 protein that degrades it), YFP fluorescence increase; further: potency means the concentration at half of the fitted maximal effect; % of control where 0% means no effect; nearly all actives have a fitted effect of over 65% in size
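HeLa cells stably expressing Vif plus C-terminally eYFP-tagged A3F were seeded, incubated overnight at 37 deg C, dosed with compound, incubated overnight again at 37 deg C. Yellow fluorescence (Ex 488/Em 500-530) reported blocked Vif-mediated A3F-eYFP degradation.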
USP1 inh – USP1/UAF1 (human) deubiquitinase inhibition. O94782. recombinant USP1/UAF1, Ub-Rhodamine cleavage fluorescence. Potency, µM (top dose mostly 57.1 µM), for the others: top-dose activity change, negative = inhibition, actives largely listed as inhibitors. 390,000 compounds, 0.23% hits; further: potency means the concentration at half of the fitted maximal effect; on the % scale 0 is the no-effect control and ±100 the full control effect; nearly all actives have a fitted effect of over 60% in size; inactives centre near -12
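USP1/UAF1 complex (1 nM) preincubated 15 min at room temperature with compound, then Ub-Rho substrate (150 nM final) added. Kinetic fluorescence at 480/540 nm over 6 reads at 60 s intervals; 50 mM HEPES pH 7.8, 0.5 mM EDTA, 0.1 mg/ml BSA, 1 mM TCEP, 0.01% Tween-20.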
RGS4 inhibitor – inhibitors of human regulator of G protein signaling 4; P49798; Transcreener GDP fluorescence polarization, RGS4-accelerated GTP hydrolysis; Potency, µM (series often up to 114 µM), for the others: top-dose activity change, negative = inhibition, usual class: inhibitors; 390,000 compounds, 0.039% hits; AID 504845; further: potency means the concentration at half of the fitted maximal effect; on the % scale 0 is the no-effect control and ±100 the full control effect; nearly all actives have a fitted effect of over 75% in size; some results filed as inactive show a strong effect at the top dose
Target sequence (P49798 whole entry, looked up): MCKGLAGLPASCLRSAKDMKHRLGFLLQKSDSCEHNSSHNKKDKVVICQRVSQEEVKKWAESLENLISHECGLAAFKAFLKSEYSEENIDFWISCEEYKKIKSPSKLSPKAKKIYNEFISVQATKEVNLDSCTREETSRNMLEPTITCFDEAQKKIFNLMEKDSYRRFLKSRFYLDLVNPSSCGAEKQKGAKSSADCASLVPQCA
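MLSMR compounds (23 nl, pin-transferred) preincubated 10 min at room temperature with a 500nM (2x) first reagent, then RGS4 at 900nM (2x) plus Transcreener GDP mix added; fluorescence polarization (620/688 nm) read before and after 90 min at 30 °C.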
Vif-APOBEC3G blk – inhibitors of Vif-APOBEC3G interaction | AID 602310 | 410,000 compounds, 0.076% hits | HeLa A3G-eYFP + Vif (tagged APOBEC3G with the HIV-1 protein that degrades it), YFP fluorescence, overnight | Q9HC16 | Potency, µM (top dose mostly 46.1 µM), for inactives: at the highest dose activity, negative = active, usual class: inhibitors;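 further: potency means the concentration at half of the fitted maximal effect; on the % scale 0 is the no-effect control and ±100 the full control effect; nearly all actives have a fitted effect of over 60% in size; hits raise eYFP signal because A3G escapes Vif-driven loss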
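HeLa cells stably expressing Vif and C-terminally eYFP-tagged A3G, seeded overnight at 37 deg C, then exposed to compound by pintool overnight at 37 deg C. Rise in yellow fluorescence (Ex 488/Em 500-530, Acumen) marks blocked Vif-driven A3G degradation.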
TrxR1 inh – inhibitors of rat thioredoxin reductase 1. AID 588453. recombinant rTrxR1, NADPH fluorescence consumption, selenite substrate. O89049. 390,000 compounds, 1% hits. Potency, µM (titrated, usually from 114 µM), without a hit: at the top dose activity change, negative = inhibition, usual class: inhibitors; further: potency means the concentration at half of the fitted maximal effect; on the % scale 0 is the no-effect control and ±100 the full control effect; nearly all actives have a fitted effect of over 65% in size
Target sequence (O89049 whole entry, looked up): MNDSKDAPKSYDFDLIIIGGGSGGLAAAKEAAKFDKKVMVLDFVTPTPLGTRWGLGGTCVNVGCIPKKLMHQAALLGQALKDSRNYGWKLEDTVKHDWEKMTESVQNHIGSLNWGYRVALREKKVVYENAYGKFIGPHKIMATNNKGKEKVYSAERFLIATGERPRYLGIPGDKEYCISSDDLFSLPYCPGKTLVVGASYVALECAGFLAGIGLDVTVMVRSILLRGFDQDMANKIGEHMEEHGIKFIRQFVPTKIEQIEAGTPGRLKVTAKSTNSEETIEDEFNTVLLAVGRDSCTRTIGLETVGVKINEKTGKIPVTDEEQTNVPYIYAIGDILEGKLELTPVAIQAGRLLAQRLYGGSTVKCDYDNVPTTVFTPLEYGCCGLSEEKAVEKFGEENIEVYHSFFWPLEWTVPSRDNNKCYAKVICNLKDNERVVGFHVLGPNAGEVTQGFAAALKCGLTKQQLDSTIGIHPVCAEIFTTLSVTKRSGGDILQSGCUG
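Rat TrxR1 (90 nM in the dispensed reagent) was pre-reduced with 400 uM NADPH for 5 min at room temperature, then incubated with compound for 15 min. After 400 uM selenite was added, NADPH fluorescence (Ex 340/Em 450 nm) was followed for 8 min.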
mIDH1 inhibitor – blocks human mutant IDH1 R132H enzyme. O75874. IDH1-R132H enzyme, NADPH consumption, diaphorase/resazurin fluorescence. Potency, µM (titrated, usually from 76.6 µM), without a hit: top-dose activity change, negative = inhibition, actives largely listed as inhibitors. 390,000 compounds, 0.093% hits; further: potency means the concentration at half of the fitted maximal effect; on the % scale 0 is the no-effect control and ±100 the full control effect; nearly all actives have a fitted effect of over 65% in size
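IDH1-R132H (0.5 ug/mL) preincubated 30 min with compound, then NADPH (0.016 mM) and alpha-KG (2 mM) added; 80 min at RT, pH 7.5. Remaining NADPH coupled via diaphorase/resazurin to fluorescence (540/590 nm); concentration-response curves normalized to no-enzyme control.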
LDHA block – blocks human lactate dehydrogenase A; P00338; purified LDHA, NADH/diaphorase-resazurin fluorescence; stronger effect = lower value; activity change, % (values are at about 110 or 230 µM); 480,000 compounds, 0.15% hits; in the data active means activity change below about -30%; inconclusive means mostly about -25% to -30%;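 further: plate controls were DMSO wells for no effect and wells without enzyme for full effect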
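Human LDH5 (2 nM) was incubated with 0.06 mM NADH and 0.2 mM pyruvate for 5 min at room temperature in Tris pH 7.4. Remaining NADH was coupled through diaphorase/resazurin, and resorufin fluorescence was read at 0 and 20 min.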
TrxR1 substrate – rat thioredoxin reductase 1 substrate activity; O89049; purified TrxR1 substrate turnover, NADPH consumption readout; Potency, µM (series often up to 114 µM), without a hit: top-dose activity change, negative = substrate turnover; 390,000 compounds, 0.01% hits; AID 588456; further: potency means the concentration at half of the fitted maximal effect; on the % scale 0 is the no-effect control and ±100 the full control effect; nearly all actives have a fitted effect of over 50% in size
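Rat TrxR1, dispensed at 90 nM, was prereduced with 400 uM NADPH (final) for 5 min at ~22 deg C, then incubated with compound 15 min before 400 uM selenite. A first-read NADPH fluorescence drop versus no-compound background flagged substrates.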
GRP78 ERSR act – induces the endoplasmic reticulum stress response in human glioma cells; Potency, µM, inactives show at the highest dose activation, usual class: activators; U87-MG GRP78 promoter luciferase reporter, 16 h; 420,000 compounds, 0.02% hits; further: potency means the concentration at half of the fitted maximal effect; series mostly up to about 76 µM; % of control where 0% means no effect; nearly all actives have a fitted effect of over 35% in size
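ERSR induction read as luciferase luminescence (Bright-Glo, 10 min at room temperature) in stably transfected human U87-MG glioma cells exposed to compounds for 16 h, using GRP78 as sensor.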
The depositor's hits bear a star; ? = inconclusive; & = joins results of further samples; [ ] = another dose, or the depositor's remark. Unless noted, the call rests on the fitted dose curve; in most records, active means well fitted curve in the direction sought with a large enough effect; inconclusive means small, poorly fitted or top-dose-only effect, or another doubt; inactive means no such curve, though single readings can be large; an effect the other way counts as inactive or inconclusive.

SMILES | Vif-A3F inh | USP1 inh | RGS4 inhibitor | Vif-APOBEC3G blk | TrxR1 inh | mIDH1 inhibitor | LDHA block | TrxR1 substrate | GRP78 ERSR act
COc1ccc(-c2cc(-c3ccccc3)n[nH]2)c(O)c1 | -11% | -30% | 11% | -5% | 9%[57.1 µM] | 2% | 1 | 2%[57.1 µM] | 10%
COc1ccc(CNC(=O)c2ccc(Cn3cc(Br)cn3)o2)cc1 | -7% | -7% | 27% | -11% | -1% | -4% | 0 | -3% | 3%
COc1ccc2c(COC(=O)CC3Sc4ccccc4NC3=O)cc(=O)oc2c1 (stereo unspecified) | -19% | -9% | -25% | 0% | 12% | -3% | -11 | 22% | -3%
Cc1cc(C)nc(Nc2ccc(Br)cc2C(=O)O)n1 | -7% | -10% | -12%[56.9 µM] | 0% | 2% | 19% | 2 | -1% | 0%
CCCOc1ccc(C(=O)NC(=S)NNC(=O)c2c(-c3ccccc3)noc2C)cc1 | 1% | -16% | -44% | -1% | -6% | -2% | 4 | 4% | ?
Cn1nnnc1SCC(=O)N1CCN(c2ccccc2)CC1 | -7% | -8% | 3% | -7% | -8% | 4% | -2 | -8% | -1%
COc1ccccc1CNC(=O)c1cccc(N(C)C)c1 | -4% | -20% | -12% | 0% | 6% | 0% | 3 | 5% | 5%
COc1ccc(CN2CC(C(=O)N3CC(C)CC(C)C3)CC2=O)cc1 (stereo unspecified) | 2% | 0% | -12%[56.9 µM] | -7% | 8%[57.1 µM] | 3% | -5 | 8%[57.1 µM] | 1%
Cc1ccccc1-c1cc(C(=O)O)n(CC2CC(c3cccnc3)=NO2)n1 (stereo unspecified) | 1% | -22% | -12% | 2% | 6% | -2% | 0 | 1% | -4%
Cc1ccc(Cl)cc1N1CCN(C(=O)c2cnn(-c3ccc(Cl)cc3)c2C2CCNCC2)CC1 | -3% | -22% | -23% | -3% | 27% | 3% | -1 | 10% | -8%
CCOc1ccc(-c2nc3c(c(SCC(=O)N4CCCCC4)n2)Cc2cc(C)ccc2O3)cc1 | 1% | -20% | -2% | 3% | 17% | 0% | -9 | -1% | -3%
CC(CCc1ccccc1)NC(=O)C1CCCN(c2nnc(-n3cccc3)s2)C1 (stereo unspecified) | 3% | -19% | -21% | -6% | -3% | -2% | -3 | 7% | -5%
Cc1cc2oc(=O)cc(C)c2cc1NC(=O)CCl | ? | -9% | 11% | ? | ? | -3% | -7 | 22% | ?
NC(=O)c1ccc(=O)n(C2OC(CO)C(O)C2O)c1 (stereo unspecified) | 9% | -10% | -69% | -4% | 13%[11.4 µM] | 5% | 2 | 22%[57.1 µM] | -5%
Cc1oc(-c2ccccc2)nc1C(=O)OCC(=O)NC(=O)NCC(C)C | 6% | -14% | 3%[11.4 µM] | -3% | 12%[57.1 µM] | 1% | 4&1 | 8%[57.1 µM] | 1%
Cc1ccc(NC(=O)CN(C)C(=O)c2ccc(C(F)(F)F)cc2)cc1 | 5% | -2% | 11% | 2% | 7% | -7% | -4 | -2% | 8%
Cc1cc(NC(=O)c2cncc(Br)c2)no1 | -5% | -17% | -1% | 1% | -3% | 9% | 0 | -5% | -1%
Cc1ccc(S(=O)(=O)N2CCOCC2)cc1C(=O)N(C)CCOc1ccc(Cl)cc1 | -10% | -1% | -7% | 0% | 12% | -4% | -8 | -3% | -4%
Cc1cc(Br)c2c(c1)C1(OCCO1)C(=O)N2 | 1% | -10% | -18% | 0% | 5%[57.1 µM] | -1% | 2 | 1%[57.1 µM] | -12%
Nc1ncnc(N(c2ccccc2)C2CCCCC2)c1[N+](=O)[O-] | -4% | -4% | 3% | 0% | -2%[57.1 µM] | 2% | 1 | 0%[57.1 µM] | -5%
O=C(Nc1nc(-c2cc(Cl)sc2Cl)cs1)c1cccs1 | -2% | ? | -30% | -6% | 3% | 16% | -7 | 5% | 0%
CSc1ccccc1C(=O)OCC(=O)N1CCCC1=O | 7% | 7% | 1% | -1% | 16% | 5% | -3 | -2% | 1%
CCOc1ccc(OCC)c(NC(=O)CCn2cccc2)c1 | 1% | -21% | -26% | -1% | -2% | 7% | 1 | 0% | -2%
COc1ccc(NC(=O)N2CCC(c3ccccc3)C2)c(OC)c1 (stereo unspecified) | -1% | -26% | -2% | -3% | 9% | -3% | -2 | 1% | -2%
CC1(C)CC(=O)c2cc(C(=O)O)c(=O)n(-c3ccccc3)c2C1 | -5% | -6% | 3% | 0% | 0% | -2% | -8 | -8% | -4%
Cc1ccc(S(=O)(=O)N2CCC[C@H]2C(=O)OC(C)C(=O)Nc2ncc(Cl)cc2Cl)cc1 (stereo partly specified) | -6% | -6% | 21%[11.4 µM] | 0% | -4% | 2% | -5 | 2% | -3%
Cc1cc(C)nc(N2CCC(C(=O)O)CC2)n1 | -16% | -1% | 22% | 0% | -9%[57.1 µM] | 9% | -5 | 19%[57.1 µM] | -2%
Cc1ccc(CN2CCN(/N=C/c3sccc3C)CC2)c(C)c1 | 0% | -6% | -4% | -1% | -18% | 6% | 0 | -19% | -4%
O=C(CCSc1nccn1Cc1ccccc1)N1CCOCC1 | -9% | -5% | -13% | 2% | 18%[57.1 µM] | 1% | -2 | 7%[57.1 µM] | 6%
CC1CCN(CCc2nc3cc(NC(=O)COc4ccc(Cl)cc4)ccc3n2C)CC1 | -5% | -16% | -9%[56.9 µM] | ? | 0% | -2% | -4 | 9% | -15%
CNc1ccn(C2CCCO2)c(=O)n1 (stereo unspecified) | -5% | -23% | 2% | -1% | 9%[57.1 µM] | 6% | -9 | 0%[57.1 µM] | 3%
O=C(NC(=O)c1cccc(F)c1)Nc1nc(-c2ccc(F)cc2)cc(C(F)(F)F)n1 | 5% | ? | 3% | 2% | 36%[activator][57.1 µM] | 16% | -2 | 5%[57.1 µM] | -7%
COc1cccc(/C=N/n2nnnc2N)c1 | -6% | -10% | 0% | 0% | 34% | -4% | -5 | 16% | 2%
COc1nc(-c2cccc([N+](=O)[O-])c2)nc2ccccc12 | 11% | -9% | 14% | 1% | 14%[57.1 µM] | 6% | -2 | 2%[57.1 µM] | -6%
COc1ccc(N2CCN(C(=O)CSc3nnc(COc4cccc5cccnc45)o3)CC2)cc1 | 3% | -13% | -17% | 0% | -14%[57.1 µM] | 1% | 1 | 10%[57.1 µM] | -5%
COc1ccc(SCCc2ccncc2)cc1 | -29% | 0% | 4% | -3% | 22%[57.1 µM] | -1% | -3 | -5% | -4%
O=C(NC1CCCC1)c1cc2nc(-c3ccco3)cc(C(F)(F)F)n2n1 | 2% | -8% | -33% | -3% | -6% | 12% | -3 | 27% | -1%
O=C(COC(=O)CNC(=O)c1ccccc1)NC1CCCC1 | 2% | -16% | -3% | -1% | 10%[57.1 µM] | -6% | -4 | 3%[57.1 µM] | -1%
OCCCc1n[nH]c(=S)n1-c1ccccc1 | -8% | -5% | 7% | -2% | 20% | -1% | -1 | 1% | 0%
c1cncc(-c2nnc(-c3cccnc3)nn2)c1 | 9% | -20% | -32%[11.4 µM] | -9% | 13%[57.1 µM] | 18% | 34 | -20% | -2%
COc1ccccc1/C=C/C=N/NC(=O)CN1CCN(S(=O)(=O)c2ccc(C)cc2)CC1 | 3% | -25% | -16% | -2% | -16%[11.4 µM] | -1% | -7 | -5%[11.4 µM] | -3%
COc1ccc(C)cc1N(C(=O)CNC(=O)c1ccco1)C(C(=O)NCC1CCCO1)c1ccccc1 (stereo unspecified) | 14% | -18% | -10% | 2% | 8% | -4% | -2 | 6% | -5%
CN(C)/C=C1\SC(=S)N(N2C(=O)C3C4C=CC(C4)C3C2=O)C1=O (stereo unspecified) | -1% | -18% | -4% | 2% | 1%[57.1 µM] | -5% | -6 | -4%[57.1 µM] | 2%
COc1ccc(CCNC(=O)/C=C/C(=O)O)cc1OC | 4% | -18% | -3% | 4% | 8% | -9% | -5 | -1% | 0%
Cc1ccccc1C(=O)Nc1ccc(C(=O)N/N=C/c2ccc(O)c(Br)c2)cc1 | -1% | -19% | -20% | -1% | 13%[57.1 µM] | 4% | -6 | -4%[57.1 µM] | 4%
Cc1c(NC(=O)c2cccc(NC(=O)c3ccco3)c2)cccc1C(=O)O | -3% | ? | 12% | 1% | 12% | 9% | -4 | 14% | -1%
O=C(NCCc1ccccc1)c1ccc(Nc2nc3ccccc3n3nnnc23)cc1 | -11% | -3% | -6% | -6% | ? | -14% | -25 | 122%[activator] | -4%
CCCCn1c(N)c(N(CC)C(=O)c2ccc(C)cc2)c(=O)[nH]c1=O | 10% | -3% | 3% | 1% | 42%[activator][57.1 µM] | 12% | -11 | 11%[57.1 µM] | -2%

The list is partial; rates above refer to the full screens.
